# From PubChem
# GLP-1R agonist: GLP-1 receptor (human) agonism; Potency, µM (highest dose often 45.6 µM), without a hit: at the highest dose activation, actives largely listed as activators; HEK293 GLP-1R CRE-luciferase, luminescence, 4-6 h; cells express a hypersensitive GLP-1R form; actives 0.007% (n = 380,000); AID 624172; further: potency means the concentration at half of the fitted maximal effect; % of control where 0% means no effect
# EPAC1 antagonist: blocks human EPAC1 exchange factor | O95398 | EPAC1 GEF assay, Rap1b-BODIPY-GDP exchange fluorescence | Potency, µM (series often up to 115 µM), for the others: at the highest dose activity change, negative = inhibition, hits mostly inhibitors | actives 0.14% (n = 360,000) | AID 720709;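 further: potency means the concentration at half of the fitted maximal effect; plate controls were vehicle for no effect and positive control for full effect; nearly all actives have a fitted effect of over 50% in size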
# PTHR1 ag: activates the human parathyroid hormone receptor PTHR1. Q03431. actives 0.075% (n = 410,000). HEK293 GP2 PTHR1 cells, GloSensor cAMP luminescence, 1 h. Potency, µM (highest dose often 115 µM), without a hit: at the top dose activation, hits mostly activators; further: potency means the concentration at half of the fitted maximal effect; nearly all actives have a fitted effect of over 55% in size; some results filed as inactive show a strong effect at the top dose; inactives centre near -15; many of its hits are not listed in these tables
#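 HEK-293-derived GP2 cells expressing PTHR1 and a GloSensor cAMP reporter, 3,000/well, plated overnight, given luciferin plus IBMX (each 0.5 mM as added) for 1 h at 37 °C, then compound for 1 h at 37 °C. Luminescence was read after 15 min at room temperature.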
# PI5P4K alpha inh: blocks human PI5P4K alpha kinase activity. P48426. PI5P4Kalpha enzyme, ADP-Glo luminescence, 60 min; active compounds read low. actives 1.2% (n = 330,000). AID 652105. max response, %; active means max response of -50% or lower; inconclusive means between -30% and -50%; inactive means -30% or higher; further: value at the top dose of about 77 µM; on the % scale 0 is the no-effect control and ±100 the full control effect
# Target sequence (P48426 whole entry, looked up): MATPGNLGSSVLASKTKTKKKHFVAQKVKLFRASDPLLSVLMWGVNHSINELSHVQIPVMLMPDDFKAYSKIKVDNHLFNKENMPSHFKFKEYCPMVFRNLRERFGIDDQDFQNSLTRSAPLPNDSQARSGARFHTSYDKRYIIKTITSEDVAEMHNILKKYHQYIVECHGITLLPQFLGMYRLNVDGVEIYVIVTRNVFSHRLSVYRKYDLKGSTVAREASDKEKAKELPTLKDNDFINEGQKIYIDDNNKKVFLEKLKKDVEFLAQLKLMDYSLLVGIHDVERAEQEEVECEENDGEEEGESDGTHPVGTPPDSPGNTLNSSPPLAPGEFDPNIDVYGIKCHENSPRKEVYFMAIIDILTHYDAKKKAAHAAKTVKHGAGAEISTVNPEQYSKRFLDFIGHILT
#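 Human PI5P4Kalpha with substrate in 0.038 M HEPES pH 7.4, 0.28 mM EGTA, 0.1% CHAPS, 5% DMSO; reaction started with 5 microM ATP (final), 60 min at room temperature. ADP formed read by ADP-Glo luminescence.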
# PLK1 PBD inh: PLK1 (human) polo-box domain binding inhibition | Plk1 PBD binding of FITC phosphopeptide, fluorescence polarization | Potency, µM, inactives show max response, negative = inhibition, most hits filed as inhibitors | actives 2.8% (n = 360,000) | P53350; further: potency means the concentration at half of the fitted maximal effect; series mostly up to about 57 µM; on the % scale 0 is the no-effect control and ±100 the full control effect; nearly all actives have a fitted effect of over 65% in size
# Target sequence (P53350 whole entry, looked up, the tested form may be a part): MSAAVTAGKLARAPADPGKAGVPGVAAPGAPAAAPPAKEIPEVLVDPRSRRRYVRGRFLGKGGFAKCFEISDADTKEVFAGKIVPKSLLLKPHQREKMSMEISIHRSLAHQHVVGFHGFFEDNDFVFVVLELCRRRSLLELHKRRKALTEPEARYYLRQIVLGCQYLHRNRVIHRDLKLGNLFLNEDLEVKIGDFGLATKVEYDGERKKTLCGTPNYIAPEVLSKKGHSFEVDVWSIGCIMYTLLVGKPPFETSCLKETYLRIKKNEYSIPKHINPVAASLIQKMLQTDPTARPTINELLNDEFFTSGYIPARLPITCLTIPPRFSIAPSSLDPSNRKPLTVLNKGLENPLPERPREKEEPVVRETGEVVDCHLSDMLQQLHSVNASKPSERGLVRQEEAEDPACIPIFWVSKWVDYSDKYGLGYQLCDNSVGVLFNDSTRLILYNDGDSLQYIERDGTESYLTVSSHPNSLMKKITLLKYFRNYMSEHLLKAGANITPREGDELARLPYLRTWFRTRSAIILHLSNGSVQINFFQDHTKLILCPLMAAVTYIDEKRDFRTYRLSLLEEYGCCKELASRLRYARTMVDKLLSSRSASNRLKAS
# IL2 activator: activators of IL-2 | IL-2 activation reporter assay, cell-based qHTS; stimulated with anti-CD3/CD4/CD28 beads; in transgenic mouse T cells | activation, % (series mostly up to about 46 µM) | actives 0.065% (n = 360,000) | AID 652025; in the data active means activation above about 50%; inconclusive means mostly about 30% to 49%; further: 0% is about no effect
#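 Screening format: compound pinned onto unstimulated transgenic mouse T cells, 60 min incubation, then anti-CD3/anti-CD4/anti-CD28 bead stimulation for 18 hours at 37 degrees C, followed by EGFP and DsRed detection.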
# GLP1R inv ag: inverse agonists of human GLP-1 receptor. P43220. HEK293 GLP-1R CRE-luciferase, luminescence, 24 h; GLP-1R form is constitutively active. Potency, µM (series often up to 38.3 µM), for inactives: at the highest dose activity change, negative = inhibition, hits mostly inhibitors. actives 1.6% (n = 410,000); further: potency means the concentration at half of the fitted maximal effect; on the % scale 0 is the no-effect control and ±100 the full control effect; nearly all actives have a fitted effect of over 55% in size
#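 Constitutively active GLP-1R drives a cAMP-responsive luciferase in stably transfected HEK293 cells; test compounds are added after overnight (12 h) attachment and left 24 hr, and signal loss in luminescence marks inhibition.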
# EPAC1 agonist: agonists of human EPAC1 | Potency, µM (series often up to 154 µM), inactives show at the highest dose activation, most hits filed as activators | actives 0.073% (n = 360,000) | EPAC1 agonist qHTS, biochemical assay; response scale: 100% = response to 6.5 mM cAMP; further: potency means the concentration at half of the fitted maximal effect; nearly all actives have a fitted effect of over 60% in size
#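 Nucleotide exchange by EPAC1 (100 nM) on Rap1B–BODIPY-GDP (250 nM) in the presence of 50 uM GDP is tracked fluorescently at 480/540 nm over 30 min. Signals are normalized to a 6.5 mM cAMP control.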
# HEK293 tox: cytotoxicity in counter-screen for GLP-1R inverse agonists; AID 624418; HEK293 cAMP-luciferase reporter cells, luminescence, 24 h; actives 0.13% (n = 410,000); Potency, µM (top dose mostly 38.3 µM), for the others: at the top dose activity change, negative = inhibition, hits mostly inhibitors;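 further: loss of luciferase light is scored as toxicity; potency means the concentration at half of the fitted maximal effect; on the % scale 0 is the no-effect control and ±100 the full control effect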
#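 MLSMR compounds, 24 hr on cells at 37 deg C/5% CO2; luminescence after luciferase reagent (12 min RT). Inhibition counted as the undesired cytotoxic outcome.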
# Starred values were filed as active, the others as inactive; i = inactive; ? = inconclusive; . = no result given; [ ] = another dose, or the depositor's remark. Unless noted, the call rests on the fitted dose curve; in most records, active means well fitted curve in the direction sought with a large enough effect; inconclusive means small, poorly fitted or top-dose-only effect, or another doubt; inactive means no such curve, though single readings can be large; an effect the other way counts as inactive or inconclusive. Some of the compounds tested, so the mix of outcomes need not match the whole.
smiles	GLP-1R agonist	EPAC1 antagonist	PTHR1 ag	PI5P4K alpha inh	PLK1 PBD inh	IL2 activator	GLP1R inv ag	EPAC1 agonist	HEK293 tox
COc1ccc2c(C)cc(SCC(=O)Nc3cccnc3Cl)nc2c1	20.6%	-3.6%	i	0.2	-17.4%	-1.7	16.5%	5.3%	7.2%
Cc1oc(-c2ccccc2F)nc1CS(=O)CC(=O)NCCN1CCCCC1C (stereo not given)	-1.4%	8.6%	i	4.3	-9.5%	-1.0	-27.1%	-7.4%	-0.5%
O=c1c(-c2ccco2)[n+]([O-])c2ccccc2n1OCc1ccccc1	7.6%	-2.1%	-14.6%	?	?	-2.2	1.4%	0.1%	10.1%
O=C(CCC(=O)c1ccc(F)cc1)Nc1cccc(Br)c1	7.5%	-11.6%	-19.2%	6.2	2.8%	1.0	-6.3%	-3.7%	1.6%
O=C(COc1ncnc2ccc(Br)cc12)NCc1ccc2c(c1)OCO2	0.1%	-10.1%	i	-8.4	3.0%	0.5	-8.5%	3.8%	-12.3%
O=C(CCC(=O)Nc1ccccc1Cl)NNC(=O)c1ccco1	-14.1%	-3.6%	0.2%	14.6	5.9%	-0.1	15.4%	-1.6%	6.7%
COC(=O)[C@]1(CC(C)C)N[C@H](c2ccc(-c3ccc(F)cc3)c(OC)c2)[C@@H]2C(=O)N(C)C(=O)[C@@H]21	-3.3%	-10.6%	-19.5%	-9.3	-9.6%	-0.3	?	-23.6%	1.1%
COc1ccc(N(C(=O)c2snc(C(N)=O)c2N)C(C(=O)NC2CCCC2)c2ccc3ncccc3c2)cc1 (stereo not given)	11.8%	8.2%	-10.1%	-16.1	0.0%	0.0	13.9%	2.3%	-13.8%
O=C(O)/C(=C\c1c(C(=O)O)[nH]c2cc(Cl)cc(Cl)c12)c1ccccc1	-0.4%	22.2%	-5.2%	-12.2	-17.6%	1.6	9.6%	-14.6%	6.1%
Cc1cccc(C)c1NC(=O)c1sc(Cl)nc1C	8.3%	-11.4%	i	-3.4	-2.8%	1.6	28.6%	-4.8%	21.3%
Cc1occc1C(=O)N1CCN(S(=O)(=O)c2ccc(F)cc2)CC1	4.9%	-9.3%	-32.7%[inhibitor]	-3.4	2.5%	0.2	18.9%	5.4%	3.0%
O=C(O)c1cccc(COc2cccc3ccccc23)c1	-4.0%	3.3%	-22.2%	-5.3	-15.8%	1.0	?	1.0%	1.9%
CCCCCc1cc(=O)oc2c(C(CCN3CCCCC3)c3cc(OC)c(OC)c(OC)c3)c(OC)cc(OC)c12 (stereo not given)	-2.9%	-8.4%	i	-1.6	2.3%	-0.9	?	9.2%	?
C=CCN=C1NN=C(c2cc(C)n(CCOC)c2C)CS1	-3.4%	7.1%	i	1.8	-0.5%	-3.6	?	10.1%	0.4%
COc1ccc(NS(=O)(=O)c2cc(-c3nnnn3C)ccc2OC)cc1	-8.5%	-5.1%	-1.0%[57.5 µM]	0.3	-2.4%	-3.2	11.8%	-3.4%	-5.0%
Cc1ccc(S(=O)(=O)CCC(=O)N2CCc3ccccc32)cc1	7.4%	-18.2%	-16.8%	4.1	-12.4%	-0.6	-25.9%	-7.2%	2.9%
CCOn1c(=O)c(-c2cccc3ccccc23)[n+]([O-])c2ccccc21	2.4%	-9.5%	-47.0%[inhibitor]	14.5	-8.6%	-0.2	-15.3%	-4.7%	-19.9%
COc1ccc(NC(=S)N2CCN(S(=O)(=O)c3ccc(F)cc3)CC2)cc1OC	-2.0%	-12.2%	i	-0.2	-16.6%	1.2	11.4%	11.1%	6.2%
OC[C@@H]1CN(Cc2ccccc2)C[C@H](n2cnc3c(NCc4ccncc4)ncnc32)O1	-5.5%	-10.2%	-9.9%	2.2	-0.4%	0.1	20.3%	-4.1%	4.3%
CC(C)C[C@@H](CSc1ccccc1)N1CCN(C)CCC1=O	-2.1%	-9.8%	i	7.6	2.8%	-0.5	-4.2%	14.2%	-0.2%
Cc1ccc2cc(C3CC(c4ccco4)=NN3C(=O)CCCC(=O)O)c(Cl)nc2c1 (stereo not given)	6.1%	1.5%	i	0.0	-0.3%	1.4	3.8%	-13.0%	3.7%
Cn1c(SCc2c(Cl)cccc2Cl)nnc1-c1cccs1	6.1%	7.3%	-9.7%[57.5 µM]	6.3	-2.4%	-1.4	0.0%	2.0%	0.1%
Cc1oc2ccc(OC(=O)c3cccs3)cc2c1C(=O)OC(C)C	-4.6%	15.9%	-10.4%	4.4	-5.1%	0.3	-10.4%	1.5%	8.1%
COc1ccc(CCN2C(=NC(C)=O)SC3CS(=O)(=O)CC32)cc1OC (stereo not given)	5.8%	12.0%	i	2.3	-3.8%	3.2	30.5%[activator]	2.6%	-1.0%
COC(=O)C1CCN(C(=O)NC2CCCCC2)CC1	-6.0%	13.7%	-0.8%[57.5 µM]	.	-3.5%	-1.8	1.5%	1.4%	-15.1%
COc1ccc(NC(=O)N2CCCC2C(=O)Nc2ccccc2F)cc1 (stereo not given)	4.9%	-7.0%	i	-12.5	-1.2%	0.8	7.8%	-6.1%	10.0%
COc1cc(/C=C/C(=O)c2ccc(F)cc2)cc(OC)c1OC	-26.9%	-6.4%	-48.3%[inhibitor]	2.1	-7.5%	-0.7	-19.3%[0.307 µM]	-3.3%	-0.6%[0.307 µM]
O=C(CCCOc1ccc(Cl)cc1Cl)n1nnc2ccccc21	8.4%	-3.9%	6.4%	0.3	8.44µM*	0.8	11.4%	9.8%	4.9%
CN(C(=S)NC(=O)Cc1ccccc1)c1ccccc1	-2.0%	4.1%	-11.2%	1.1	29.9µM*	-4.3	?	-6.2%	?
Cc1cc(C(=O)O)cc(S(=O)(=O)Nc2ccccc2C(=O)NC(C)c2ccccc2)c1C (stereo not given)	-4.2%	7.0%	i	-7.7	-0.4%	-1.6	-9.1%	11.4%	7.0%
CCC(=O)Nc1nc(C)c(C(=O)NC2CCCCC2)s1	1.1%	3.4%	?	.	3.4%	-2.3	29.9%	-6.7%	7.3%
COc1cccc(-c2csc(N3CCN(C(=O)Nc4ccc(F)cc4)CC3)n2)c1	-16.4%	-4.8%	-95.0%[inhibitor]	0.9	-5.5%	-3.3	?	20.8%	?
O=C(c1ccc(=O)oc1)N1CCC(C(O)(c2ccccc2)c2ccccc2)CC1	7.2%	18.6%	i	-0.3	-4.7%	1.2	?	6.0%	6.4%
CC(=O)c1cccc(NC(=O)COc2cc3oc(=O)c(CC(C)O)c(C)c3cc2Cl)c1 (stereo not given)	2.7%	4.5%	-23.8%	-21.6	-16.9%	-3.1	-2.3%	6.1%	-12.9%
COc1cc(C(C)=O)ccc1COc1ccc(C(=O)O)cc1OC	5.7%	?	20.5%	-14.0	-12.5%	-2.7	2.9%	1.5%	-4.9%
C#CCOCCOCCOCCNc1nc(N2CCN(C(=O)CCCCCCCCCCNC(=O)Cn3cc(C[C@@H](C)O)nn3)CC2)nc(N2CCN(C(=O)CCCCCCCCCCNC(=O)[C@@H](CCC(=O)O)n3cc(CCCCCN)nn3)CC2)n1	10.7%	-22.2%	10.4%	-14.2	-0.2%	0.4	15.0%	5.9%	-2.9%
CCOC(=O)C1(Cc2ccccc2Cl)CCN(S(C)(=O)=O)CC1	5.8%	-4.9%	i	6.6	-0.7%	-2.6	-9.3%	6.6%	12.3%
O=C(COC(=O)CSc1ccccc1)NNC(=O)c1ccc([N+](=O)[O-])cc1	-7.2%	-2.9%	?	4.4	-19.0%	0.6	22.1%	3.9%	9.1%
CCOc1ncccc1C(=O)Nc1cccc(-c2nnc3n2CCCCC3)c1	12.3%	-17.1%	-21.0%	4.9	8.5%	-1.7	64.8%[activator]	7.3%	-1.6%
COc1ccc(NC(=O)c2ccc(Cl)c(S(=O)(=O)NCC3CCCO3)c2)c(OC)c1 (stereo not given)	-2.6%	-4.7%	-24.1%	-4.3	-0.5%	-2.8	-27.8%	-16.0%	2.5%
CC(C)Cn1c(N)c(/C=N/NC(=O)c2ccc(Cl)cc2)c(=O)n(C)c1=O	0.5%	-19.7%	-2.2%	-8.4	-4.9%	0.5	6.4%	5.2%	4.8%
CN(C)c1cc[n+](/C(C(=S)Nc2ccc(SC(F)F)cc2)=C(/[O-])c2ccccc2)cc1	10.2%	1.0%	-27.4%	1.1	-25.0%	-0.8	-26.4%	5.9%	-19.7%
Cc1nn(CC(=O)N2CCC(C)CC2)c(=O)c2nn(-c3ccccc3)c(C)c12	-4.9%	6.4%	-23.7%	4.1	-7.1%	-1.5	2.3%	-6.7%	14.3%
O=c1[nH]c2cc([N+](=O)[O-])ccc2c2cc(Br)ccc12	-1.3%	2.2%	-9.9%	-5.3	-9.5%	-1.8	-9.6%	1.0%	1.6%

# In a second layout: results already given.
CN(C)c1cc[n+](/C(C(=S)Nc2ccc(SC(F)F)cc2)=C(/[O-])c2ccccc2)cc1
  GLP-1R agonist: 10.2% | EPAC1 antagonist: 1.0% | PTHR1 ag: -27.4% | PI5P4K alpha inh: 1.1 | PLK1 PBD inh: -25.0% | IL2 activator: -0.8 | GLP1R inv ag: -26.4% | EPAC1 agonist: 5.9% | HEK293 tox: -19.7%

Cc1nn(CC(=O)N2CCC(C)CC2)c(=O)c2nn(-c3ccccc3)c(C)c12
  GLP-1R agonist: -4.9% | EPAC1 antagonist: 6.4% | PTHR1 ag: -23.7% | PI5P4K alpha inh: 4.1 | PLK1 PBD inh: -7.1% | IL2 activator: -1.5 | GLP1R inv ag: 2.3% | EPAC1 agonist: -6.7% | HEK293 tox: 14.3%

# Single values from above.
# GLP-1R agonist, CN(C)c1cc[n+](/C(C(=S)Nc2ccc(SC(F)F)cc2)=C(/[O-])c2ccccc2)cc1 : 10.2%
# GLP1R inv ag, CC(C)Cn1c(N)c(/C=N/NC(=O)c2ccc(Cl)cc2)c(=O)n(C)c1=O : 6.4%
# PLK1 PBD inh, Cc1nn(CC(=O)N2CCC(C)CC2)c(=O)c2nn(-c3ccccc3)c(C)c12 : -7.1%
# GLP1R inv ag, O=c1[nH]c2cc([N+](=O)[O-])ccc2c2cc(Br)ccc12 : -9.6%
